Screening data from PubChem.
HepG2 tox = counter-screen for TGF-b inhibitors: cytotoxicity in HepG2 cells; HepG2 CAGA-GFP viability, ATP luminescence, 18 h; Potency, µM (highest dose often 46.1 µM), without a hit: at the highest dose activity change, negative = cytotoxicity, usual class: cytotoxic; 410,000 compounds, 0.76% hits; AID 588856; note: potency is the fitted concentration of half-maximal effect; some results filed as inactive show a strong effect at the top dose
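CellTiter-Glo luminescence gave cytotoxicity after 18 hours at 37 degrees C. The cells were HepG2 CAGA-GFP in 1% FBS DMEM, stimulated with 500 pg/mL TGF-beta after compound addition. %Activity was normalised to no-cell wells (complete cell-killing) and DMSO (no toxicity), and curves were fitted and classified.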
HT1080 IDH1KD tx = toxicity to HT-1080 IDH1 knockdown cells (counter line); HT-1080 IDH1 knockdown viability, ATP luminescence, 48 h; Potency, µM (top dose mostly 46.1 µM), for inactives: at the top dose activity, negative = toxicity, most hits filed as cytotoxic; 360,000 compounds, 2% hits;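 note: potency is the fitted concentration of half-maximal effect; 0% = DMSO wells and -100% = cell-free medium wells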
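Viability of IDH1-knockdown HT-1080 fibrosarcoma cells was assessed by CellTiter-Glo after 48 h at 37 °C with titrated compound; concentration-effect curves were classified by fit quality and response size.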
HT1080NT lethal = kills 2HG-producing HT-1080-NT fibrosarcoma cells | HT-1080-NT fibrosarcoma viability, CellTiter-Glo ATP luminescence, 48 h | Potency, µM (highest dose often 46.1 µM), inactives show at the highest dose activity, negative = less viability, hits mostly cytotoxic | 360,000 compounds, 1.6% hits | AID 686970;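 note: NT is the 2HG producing partner of a matched IDH1 knockdown line; potency is the fitted concentration of half-maximal effect; 0% = DMSO-treated cells and -100% = media-only wells without cells; nearly all actives have a fitted effect of over 55% in size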
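Viability by CellTiter-Glo luminescence after 48 h compound exposure at 37C of HT-1080-NT cells (750/well, RPMI, 5% FBS). % activity scaled between DMSO wells and medium-only wells, then curve-fitted and categorized by curve class.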
ATXN2 expr inh = inhibitors of ATXN2 expression; HEK-293 ATXN2-luciferase reporter, luminescence, 24 h; Potency, µM (highest dose often 57 µM), inactives show top-dose activity change, negative = inhibition, hits mostly inhibitors; 360,000 compounds, 0.72% hits; AID 1745845; note: potency is the fitted concentration of half-maximal effect; % is set by controls: 0 for no effect and ±100 for the full control effect; nearly all actives have a fitted effect of over 55% in size
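ATXN2-luciferase reporter cells (luciferase flanked by upstream and downstream ATXN2 gene portions) were treated 24 h at 37 °C with compounds at up to 57 uM. SteadyGlo luminescence gave expression; GF-AFC fluorescence gave viability.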
MCF10A rereplic = DNA re-replication induction in MCF 10a cells | AID 624296 | Potency, µM (series often up to 46.1 µM), without a hit: top-dose activity, positive = re-replication, hits mostly activators | 350,000 compounds, 2.9% hits | MCF 10A DNA re-replication, Hoechst nuclear intensity, 48 h; note: potency is the fitted concentration of half-maximal effect; % of control where 0% means no effect; nearly all actives have a fitted effect of over 50% in size
KB-3-1 cytotox = KB-3-1 parental cell cytotoxicity | Potency, µM (top dose mostly 46.1 µM), for inactives: top-dose activity change, negative = cytotoxic, usual class: cytotoxic | AID 1347075 | KB-3-1 viability, CellTiter-Glo ATP luminescence, 72 h | 400,000 compounds, 1.4% hits; note: potency is the fitted concentration of half-maximal effect; % is set by controls: 0 for no effect and ±100 for the full control effect; nearly all actives have a fitted effect of over 60% in size
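Screening of KB-3-1 cells (DMEM, 10% FBS, phenol-red free) ran from lowest to highest compound concentration; after 72 h at 37 °C viability was read luminescently and curves fitted.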
S2 tox = cell viability loss in ATXN counter-screen; AID 651635; 400,000 compounds, 0.49% hits; Potency, µM (doses to about 56.7 µM), most hits filed as cytotoxic; S2 cells (HEK-293 line with an ATXN2-luciferase reporter) viability, CellTiter-Fluor protease fluorescence, 24 h; note: potency is the fitted concentration of half-maximal effect; nearly all actives have a fitted effect of over 40% in size
IL-1B inflam inh = blocks inflammasome-driven IL-1 beta release; activity change, % at 57.5 µM; 360,000 compounds, 4.7% hits; THP-1 LPS/ATP IL-1B secretion, AlphaLISA, 16 h; active compounds read low; AID 743279; in the data active = activity change below about -50%; inconclusive = mostly about -30% to -49%; note: % is set by controls: 0 for no effect and ±100 for the full control effect
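Secreted IL-1B measured by AlphaLISA bead assay after 16 h compound exposure of THP-1 cells; compounds (final up to 57.5 uM) added 1 h before LPS (250 ng/mL) and ATP (1.25 mM) stimulation; lower signal means less secretion.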
SW480 rereplic = inducers of DNA re-replication in SW480 colon cancer cells | SW480 DNA re-replication, Hoechst DNA content imaging, 48 h | Potency, µM (top dose mostly 46.1 µM), for inactives: at the highest dose re-replication activation, most hits filed as activators | 340,000 compounds, 1.8% hits | AID 624297; note: potency is the fitted concentration of half-maximal effect; % of control where 0% means no effect; nearly all actives have a fitted effect of over 55% in size
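Treated cells incubate 48 hr (37 C, 5% CO2), are stained 40 min with Hoechst, and nuclear fluorescence is enumerated; a rise in nuclei with high DNA signal marks re-replication.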
Starred values were filed as active, the others as inactive; i = inactive; ? = inconclusive; . = not tested or not shown; & = joins results of further samples; [ ] = dose if it differs, or a comment. Unless noted, calls come from the whole dose curve; as a rule, active = well fitted curve in the direction sought with a large enough effect; inconclusive = small, poorly fitted or top-dose-only effect, or another doubt; inactive = no such curve, though single readings can be large; an effect the other way counts as inactive or inconclusive.

SMILES	HepG2 tox	HT1080 IDH1KD tx	HT1080NT lethal	ATXN2 expr inh	MCF10A rereplic	KB-3-1 cytotox	S2 tox	IL-1B inflam inh	SW480 rereplic
CC(NC(=O)c1ccc(Cl)cc1Cl)C(c1ccccc1)N1CCOCC1 (stereo not given)	2%	-8%	0%	-15%	18%	-2%	i	0	-1%
Cc1ccc(C(=O)N/C(=C\c2cccs2)C(=O)N2CCN(C)CC2)cc1C	-2%	1%	0%	3%	-25%	.	?	0	1%
Cc1cccc(NC(=S)N2CCN(C(=O)C3CCCO3)CC2)c1 (stereo not given)	10%	14%	-2%	0%	-5%	1%	i	-3	-5%
COc1ccccc1C(=O)Nc1ccc(S(=O)(=O)N2CCN(C)CC2)cc1	-2%	-6%	-11%	0%	-2%	-5%	i	0	-3%
CCc1ccc(NC(=O)CN2C(=O)CSc3ccc(S(=O)(=O)N(C)C)cc32)cc1	-11%	.	.	10%	.	0%	i	.	.
Cc1cc(C)c(S(=O)(=O)N2CCN(C(=O)CCOc3ccccc3C)CC2)c(C)c1	0%	0%	6%	-6%	0%	?	i	6	-6%
COc1cccc(C(=O)N2c3cc(C)ccc3C(C)(c3ccccc3)CC2(C)C)c1 (stereo not given)	-1%	.	.	-20%	.	4%	i	.	.
CC(=O)NS(=O)(=O)c1ccc(N=NN2CCOCC2)cc1	0%	7%	16%	3%	2%	3%	i	7	-4%
Cc1ccccc1-c1nc2c(s1)CCc1onc(-c3cccc([N+](=O)[O-])c3)c1-2	0%	0%	-4%	5%	3%	1%	i	36	-8%
COc1ccc(-c2cc(C(F)(F)F)nc(SCCC(=O)Nc3c(C)cccc3C)n2)cc1	-5%	.	.	-7%	.	?	i	.	.
COc1ccc(S(=O)(=O)N(CC(=O)Nc2cc(Cl)ccc2C)Cc2ccccc2)cc1OC	-36%	.	.	-23%	.	?	?	.	.
CCCN(CCC)C(=O)Cn1c(=O)n(-c2ccc(Cl)cc2)c(=O)c2c3c(sc21)CCCCC3	1%	.	.	5%	.	-4%	i	.	.
COC(=O)/C=C/COc1ccccc1[N+](=O)[O-]	2%	-15%	-8%	.	?	?	i	1	?
CC(C)(O)C#Cc1ccc(CN2CCN(Cc3ccsc3)C(CCO)C2)s1 (stereo not given)	-22%	2%	0%	-9%	-7%	-1%	i	23	-6%
Cc1nc(S(=O)(=O)c2ccc(Cl)cc2Cl)nc2c1CCC2	-17%	-17%	-5%	-6%	-1%	-5%	i	17	1%

Shown with each value named: part of the list above
Cc1ccccc1-c1nc2c(s1)CCc1onc(-c3cccc([N+](=O)[O-])c3)c1-2
- HepG2 tox: 0%
- HT1080 IDH1KD tx: 0%
- HT1080NT lethal: -4%
- ATXN2 expr inh: 5%
- MCF10A rereplic: 3%
- KB-3-1 cytotox: 1%
- S2 tox: i
- IL-1B inflam inh: 36
- SW480 rereplic: -8%

CC(NC(=O)c1ccc(Cl)cc1Cl)C(c1ccccc1)N1CCOCC1 (stereo not given)
- HepG2 tox: 2%
- HT1080 IDH1KD tx: -8%
- HT1080NT lethal: 0%
- ATXN2 expr inh: -15%
- MCF10A rereplic: 18%
- KB-3-1 cytotox: -2%
- S2 tox: i
- IL-1B inflam inh: 0
- SW480 rereplic: -1%

Next results.
SMILES	HepG2 tox	HT1080 IDH1KD tx	HT1080NT lethal	ATXN2 expr inh	MCF10A rereplic	KB-3-1 cytotox	S2 tox	IL-1B inflam inh	SW480 rereplic
O=C(COC(=O)CCc1nc2ccccc2c(=O)[nH]1)Nc1c(Cl)cccc1C(F)(F)F	-26%	-12%	-1%	-12%	5%	14%	i	16	-3%
Cc1cccc(Cn2c(SCc3ccc(C(=O)NCCc4ccccc4)cc3)nc3ccncc32)c1	-52%	.	.	-29%	.	?	?	.	.
Cc1cc(C)c2nc(N(CCN(C)C)C(=O)c3ccc(S(=O)(=O)N(C)CC4CCCO4)cc3)sc2c1 (stereo not given)	-6%	-29%	?	-12%	0%	0%	i	?	10%
O=C(CCl)N1c2ccccc2OCC1c1ccccc1 (stereo not given)	19%	-7%	-5%	-3%	106%	-8%	?	-94*	?
Cc1cccc(OC(=O)Nc2ccc(C(=O)O)c(O)c2)c1	-8%	-22%	-2%	.	.	-12%	i	-4	.
CC1=C(C(=O)N2CCCCCC2)CC(CC(=O)NC2CC2)C(=O)N1Cc1ccccc1 (stereo not given)	5%	20%	27%	2%	.	0%	i	-20	.
Cc1ccc(O)c(NC(=O)CSc2ccc(Cl)cc2)c1	-34%	-11%	-5%	0%[11.3 µM]	?	-18%	i	?	?
CC1CCN(C(=O)COc2ncnc3ccccc23)CC1	15%	23%	15%	35%	4%	5%	i	0	0%
O=C(NC1CCCC1)C1(c2ccccc2)CCN(S(=O)(=O)c2ccccc2)CC1	-3%	6%	18%	-4%	3%	-6%	i	1	3%
CCCCCCCCC(=O)N/N=C(\C)c1ccc(O)cc1O	-23%	?	-28%	18µM*	?	-21%	?	49	?
COc1cccc(OCC(=O)NNC(=O)Cc2cccs2)c1	-9%	14%	13%	5%	-1%	9%	i	13	1%
Cc1ccc(NC(=O)CC(O)(C(F)(F)F)C(F)(F)F)c(Br)c1	-44%	9%	16%	0%	-8%	-4%	i	-12	1%
CC(=O)c1c(C)[nH]c(C(=O)N2CCN(S(=O)(=O)c3ccc(C)cc3C)CC2)c1C	-21%	-9%	-5%	.	-3%	-16%	?	20	-13%
Cn1c(COc2nnc(-c3ccc(Cl)cc3)c3ccccc23)nc2ccccc21	-45%	10%	8%	-9%	-1%	-2%	i	23	-1%
Cn1c(=O)c2c(ncn2CC(=O)OCC(=O)NC(c2ccccc2)c2ccccc2)n(C)c1=O	-9%	-1%	-5%	8%	3%	39%	i	-6	-57%[inhibitor]
COc1cccc(CNC(=O)c2cc3c(=O)n(C)c4ccccc4c3n2C)c1	7%	.	.	0%	.	6%	i	.	.
CCOCCCNC(=S)N1CCC(NC(=O)C23CC4CC(CC(C4)C2)C3)CC1	10%	-4%	0%	-3%	0%	3%	i	-2	-4%
O=C(c1ccc(F)cc1)n1c(NCc2ccccc2)n[nH]c1=S	2%	8%	21%	-19%	0%	7%	i	-25	-6%
COc1ccc(C(=O)Nc2nc(CC(=O)NCCc3ccccc3OC)cs2)cc1	-1%	8%	2%	7%	13%	?	?	6	1%
O=C(NCc1ccccc1)C(c1ccc(F)cc1)N(Cc1ccc2c(c1)OCO2)C(=O)Cn1nnc(-c2cccs2)n1 (stereo not given)	0%	7%	0%	-6%	2%	-9%	?	-28	-9%
O=C(CSc1ccc2nc(-c3ccccc3)cn2n1)NCC1CCCO1 (stereo not given)	21%	-10%	-1%	17%	-3%	0%	i	11	0%
COCCNC(=O)C(=O)Nc1cc2c3c(c1)CCC(=O)N3CCC2	-8%	2%	-1%	.	?	-1%	i	12	?
C=Cc1ccc(Cn2c(SCC(=O)N3CCN(c4ccc(F)cc4)CC3)nc3ccccc32)cc1	-56%	.	.	-1%	.	-2%	i	.	.
COc1cc(C2SCC(=O)N2c2c(C)n(C)n(-c3ccccc3)c2=O)ccc1O (stereo not given)	8%	8%	5%	3%	-4%	4%	i	-2	-4%
O=C(CCN1CCN(C/C=C/c2ccccc2)CC1)Nc1ccccc1F	-23%	-8%	-9%	-7%	?	6%	?	-24	-14%
COc1cccc(OC)c1C(=O)NC(=S)Nc1ccc(N2CCOCC2)c(Cl)c1	-1%	25%	14%	-22%[11.3 µM]	-23%	-2%	i	2	9%
CCOC(=O)c1c(C)oc(NC(=O)CCl)c1C(=O)OCC	-5%	1%	1%	.	8%	13%	i	-12	-4%
O=C(N/N=C/c1ccc(O)cc1)c1cccc(C(F)(F)F)c1	-22%	-11%	-13%	-15%	-7%	9%	i	-8	0%
O=C(C[n+]1cc(Br)cc(Br)c1)c1cccc([N+](=O)[O-])c1	20%	18%	10%	?	-5%	1%	i	-11	11%
O=C(Nc1cc(S(=O)(=O)N2CCOCC2)ccc1N1CCOCC1)c1ccccc1F	0%	1%	2%	-11%	3%	8%	i	-3	-10%
CCc1ccccc1NC(=O)Cn1nnc(-c2cccnc2)n1	5%	0%	4%	5%	2%	9%	i	11	-8%
COc1ccc(C(=O)/C=C2/Sc3cc4c(cc3N2C)OCO4)cc1	8%	-4%	-3%	0%	?	3%	i	-5	?
Cc1c(Cl)cccc1-n1ncc(C(=O)N2CCN(c3ncccn3)CC2)c1C1CCN(C(=O)OC(C)(C)C)CC1	-20%	.	.	14%	.	12%	i	.	.
Cc1cc([N+](=O)[O-])nn1CC(=O)N1CCCc2ccccc21	-15%	4%	-2%	5%	1%	0%	i	68	-3%
CC1CN(S(=O)(=O)c2cccc(C(=O)Nc3ccc(N4CCCCC4)cc3)c2)CC(C)O1 (stereo not given)	17%	17%	13%	.	.	2%	i	2	.
CCc1ccc2occ(CC(=O)Nc3nnc(C)s3)c2c1	2%	.	.	15%	.	1%	i	.	.
Cc1ccc(NC(=O)CSc2nnc(-c3cccs3)n2Cc2ccco2)cc1	-20%	-24%	1%	-11%	-3%	6%	i	-16	3%
COc1ccc(/C=C2/SC(=O)N(CCCCCC(=O)Nc3ccccc3C(=O)O)C2=S)cc1	-2%	25%	16%	10µM*	?	-10%	i	34	-6%
Cc1c(Cl)cccc1NC(=S)NN	-21%	3%	-2%	.	1%	-1%	i	-6	-1%
N#Cc1nc(-c2ccc(F)cc2)oc1NCCN1CCOCC1	-13%	-7%	-2%	6%	12%	10%	i	-5	-16%
NCCc1ccn[nH]1	-16%	-9%	-7%	-8%&-6%	2%	-1%	i	20	?
Cc1ccc(CNC(=O)[C@@H](NC(=O)Cc2ccccc2)C(C)C)cc1	-4%	0%	0%	5%	-19%	1%	i	10	-25%
CCOC(=O)C1CSc2[nH]c(=O)sc2C1c1ccccc1 (stereo not given)	-7%	-2%	-2%	-2%	-6%	19%	i	-7	-1%[9.22 µM]
CN(CC(=O)NCc1ccccc1Cl)S(=O)(=O)c1ccc2c(c1)c(=O)n(C)c(=O)n2C	10%	.	.	-5%	.	1%	i	.	.
